Screening data from PubChem BioAssay.
SMARCA2 activ: SMARCA2 function activation, primary screen; 370,000 tested, 1% active; MG213 cells, MMTV-luciferase reporter, dexamethasone, overnight; AID 652017; activation, % at 9.1 µM; in the data active = activation above about 7.8%;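 also: 0% = vehicle wells and 100% = reference activator wells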
hcDAF12 agonist: activators of H. contortus DAF-12 nuclear receptor; 370,000 tested, 1.4% active; HEK293 hcDAF-12 lit1-tk-luc reporter, luminescence; 0% DMSO, 100% Δ7-dafachronic acid; activation, % at 6.8 µM;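 active = activation above the mean of all tested compounds plus 3 SD, cut at about 5.5% in these data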;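 also: 100% = response to 3 µM Δ7-dafachronic acid high control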
GAA850 FXN act: increases GAA850 frataxin promoter reporter activity; activation, % at 6 µM; HEK293 lucGAA850 FXN promoter luciferase reporter, 24 h; percent of 10 µM SAHA response; 360,000 tested, 0.56% active;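 active = activation above the average of all compounds screened plus 3 SD, cutoff fixed separately per campaign, cut at about 7.5% in these data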;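 also: 0% = DMSO wells and 100% = 10 µM SAHA wells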
DAX1 inh-1: blocks DAX1 repression of SF-1 activated StAR promoter; 370,000 tested, 1.1% active; AID 652010; inhibition, % at 6.8 µM; HEK293T StAR-luciferase reporter, SF-1/DAX-1 repression relief;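 active = inhibition above the mean over all tested compounds plus 3 SD, cut at about 3.6% in these data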;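 also: 0% = DAX-1 cells with DMSO and 100% = cells lacking DAX-1 with DMSO; higher inhibition means more luminescence from relief of DAX-1 repression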
HGIII-sPLA2 inh: Inhibits HGIII-sPLA2 liposome hydrolysis, primary screen. QFRET BODIPY PC-A2 liposome hydrolysis, fluorescence. inhibition, % at 12.2 µM. 370,000 tested, 0.56% active;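 active = inhibition above mean plus 3 SD of compounds lying within the high and low control bounds, cut at about 19% in these data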;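 also: 0% = median of test compound wells and 100% = no enzyme DMSO wells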
Target sequence (Q9NZ20 whole entry, looked up): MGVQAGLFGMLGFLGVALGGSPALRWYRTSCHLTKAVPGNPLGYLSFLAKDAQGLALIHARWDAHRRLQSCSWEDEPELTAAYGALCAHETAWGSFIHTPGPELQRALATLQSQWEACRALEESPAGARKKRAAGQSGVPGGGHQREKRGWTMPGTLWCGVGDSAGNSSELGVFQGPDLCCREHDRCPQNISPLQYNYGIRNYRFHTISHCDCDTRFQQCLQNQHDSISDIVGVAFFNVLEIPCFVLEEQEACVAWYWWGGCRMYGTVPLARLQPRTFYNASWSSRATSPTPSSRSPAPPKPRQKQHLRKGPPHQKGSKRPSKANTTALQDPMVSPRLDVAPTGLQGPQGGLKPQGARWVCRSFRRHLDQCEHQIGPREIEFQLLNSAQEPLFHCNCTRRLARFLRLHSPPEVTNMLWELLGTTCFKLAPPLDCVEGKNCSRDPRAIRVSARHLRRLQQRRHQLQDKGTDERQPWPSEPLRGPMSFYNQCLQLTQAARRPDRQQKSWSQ
DAX1 inh-2: inhibits human nuclear receptor DAX1; HEK293 Gal4-DAX1 luciferase reporter, luminescence; inhibition, % at 6.75 µM; 340,000 tested, 0.99% active; AID 504766;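 active = inhibition above the mean over all tested compounds plus 3 SD, cut at about 4.2% in these data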;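 also: 0% = DAX1-transfected cells with DMSO and 100% = empty-vector control cells with DMSO; inhibition shows as a rise in luminescence from relieved DAX1 repression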
Target sequence (P51843 207-470 limits assumed): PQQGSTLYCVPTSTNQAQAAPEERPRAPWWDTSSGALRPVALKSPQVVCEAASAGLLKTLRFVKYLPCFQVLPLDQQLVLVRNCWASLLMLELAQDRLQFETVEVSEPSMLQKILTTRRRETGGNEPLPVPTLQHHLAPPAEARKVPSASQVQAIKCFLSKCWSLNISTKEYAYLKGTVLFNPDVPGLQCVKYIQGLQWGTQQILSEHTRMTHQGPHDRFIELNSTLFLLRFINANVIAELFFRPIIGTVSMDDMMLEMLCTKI
NR1D1 modulator: modulators of human Rev-erb alpha DNA binding | AID 1259318 | activity, % at 10 µM | 370,000 tested, 0.79% active | Rev-erbα–FITC-DNA binding, fluorescence polarization, 90 min;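 active = activity above about 14%, limit read from the data; passing the limit was not always enough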;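 also: 0% = DMSO wells with 35 nM protein and 100% = DMSO wells with 750 nM protein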
PG9 binder: PG9 antibody binding by small molecule | TR-FRET gp120-PG9 antibody binding | inhibition, % at 6.7 µM | 360,000 tested, 0.43% active | AID 624416; in the data active = inhibition above about 8.5%
hgDAF-12 ag: agonists of H. glycines DAF-12 nuclear receptor; HEK293 GAL4-hgDAF12 UAS-luciferase reporter, agonist luminescence; normalized to butyrate control; AID 687014; 370,000 tested, 1.8% active; activation, % at 6.8 µM;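 active = activation above a cutoff set at the mean of all screened compounds plus 3 SD, cut at about 10% in these data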;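 also: 0% = DMSO wells and 100% = sodium butyrate wells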
ssDAF12 agonist: S. stercoralis DAF-12 activation, primary screen; 370,000 tested, 1% active; activation, % at 6.8 µM; HEK293 ssDAF-12/GRIP1 lit1-tk-luc reporter, luminescence; % of 3 µM dafachronic acid response; AID 652126;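 active = activation above the mean over all tested compounds plus 3 SD, cut at about 0.9% in these data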;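 also: 0% = DMSO-only wells and 100% = 3 µM delta7-dafachronic acid wells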
PLCb3 inh: PLC-beta3 (human) inhibition, primary screen; Q01970; Purified PLC-beta3, fluorogenic substrate, fluorescence; inhibition, % at 12.2 µM; 370,000 tested, 0.18% active; in the data active = inhibition above about 11%;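 also: 0% = median of compound wells on plate and 100% = full blocker control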
Starred values were filed as active, the others as inactive; . = not tested or not shown; & = joins results of further samples.

SMILES | SMARCA2 activ | hcDAF12 agonist | GAA850 FXN act | DAX1 inh-1 | HGIII-sPLA2 inh | DAX1 inh-2 | NR1D1 modulator | PG9 binder | hgDAF-12 ag | ssDAF12 agonist | PLCb3 inh
Cc1ccc(Cl)cc1N1CCN(C(=O)Cc2ccc(-n3c(=O)[nH]c4ccsc4c3=O)cc2)CC1 | -1.7 | 0.1 | -0.9 | 0.6 | 10.2 | -0.4 | -4.9 | -1.2 | -1.8 | -1.4 | -0.1
CC(=O)Oc1ccc(Nc2ccccc2)cc1 | -2.4 | -2.6 | -1.0 | -0.7 | 1.7 | -1.3 | -1.4 | -3.1 | -5.7 | -1.1 | 1.0
CCCCOc1ccc(C(C)NC(=O)CCS(=O)(=O)Cc2ccc(C)cc2)cc1 (stereo unspecified) | -2.0 | -1.5 | -2.0 | -0.5 | 4.2 | -1.0 | -4.7 | -1.2 | -0.3 | -1.7 | -0.3
CCCCNc1nc2c(S(=O)(=O)c3ccccc3)nnn2c2ccccc12 | 1.9 | 2.7 | 1.3 | 0.9 | 19.5* | -0.1 | 15.7 | 29.4* | 1.6 | -0.6 | -0.4
CCOC(=O)Cc1csc(NC(=O)CSc2ncnc3c2cnn3-c2ccc(OC)cc2)n1 | -0.1 | -0.3 | -0.9 | -0.2 | -2.7 | -1.8 | -3.5 | 0.6 | 1.5 | -1.7 | -74.3
CCCN(CCC)c1ncnc2c1cnn2-c1ccc(OC)cc1 | -0.5 | 4.6 | 4.5 | 5.3* | 4.7 | 0.6 | -2.9 | 0.0 | 10.2 | 0.3 | -9.7
Cc1cc(C)n(C(=O)c2ccc(C)o2)n1 | 8.7* | -0.9 | 1.2 | 0.6 | 2.1 | -1.1 | -2.3 | -1.2 | 0.3 | -0.9 | 2.1
COc1ccc(C2CC(=O)C3=C(C2)NC(C)=C(C(=O)Nc2ccccc2C)C3c2coc3ccc(C)cc3c2=O)cc1OC (stereo unspecified) | 1.2 | -0.7 | 0.9 | -0.2 | 3.3 | -1.2 | -0.2 | -0.8 | 1.3 | -1.9 | 3.4
Cc1cccc(N2CCN(CC(=O)NCC3CCCCC3)CC2)c1C | -4.5 | -0.9 | 1.6 | -0.3 | -0.8 | -0.1 | 4.6 | -0.5 | 0.3 | -1.3 | 4.1
C=C1[C@@H](C)CN[C@@H]1CCO | -3.8 | -0.3 | . | -0.8 | 17.8 | . | -1.2 | -1.3 | 0.2 | -1.4 | -1.2
O=[N+]([O-])c1cc(C(F)(F)F)ccc1N1CCC(O)CC1 | -1.9 | -0.3 | 2.0 | -1.6 | 10.7 | -0.8 | -2.2 | 0.3 | -0.6 | -1.3 | -0.9
Cc1ccc(S(=O)(=O)N2CCCCC2)cc1C(=O)N1CCCC1 | -3.3 | -0.8 | 1.9 | 0.9 | 6.0 | 0.7 | -1.2 | -2.5 | -0.9 | -1.2 | -4.7
CCCCCCCCCCCC(=O)NC(C(=O)O)C(O)c1ccccc1 (stereo unspecified) | -1.2 | -2.1 | 0.5 | 0.7 | -27.4 | 0.1 | -6.0 | 0.0 | 0.3 | -1.4 | -9.3
COc1ccc(S(=O)(=O)NCC(c2cccnc2)N2CCN(Cc3ccccc3)CC2)cc1C (stereo unspecified) | -1.3 | -2.1 | -0.1 | 0.1 | -19.8 | 0.5 | 0.9 | -0.2 | -2.7 | -1.3 | -4.6
Cc1c(C(=O)NCc2ccccc2C(F)(F)F)sc(=O)n1Cc1ccc(S(=O)(=O)N(C)C)cc1 | -0.1 | -2.0 | -0.5 | -2.1 | -9.2 | . | -5.0 | -2.1 | -4.3 | -1.5 | -0.9
Cc1ccc(C)c(OCCC(=O)OCC(=O)c2c(N)n(C)c(=O)n(C)c2=O)c1 | -1.4 | -1.2 | 1.1 | -0.4 | -2.5 | -0.9 | 8.9 | 0.4 | 0.0 | -0.9 | 0.1
CC(C)C(=O)Nc1ccc(C(=O)Nc2ccc(Br)cc2F)cc1 | -1.1 | -1.7 | 1.5 | -0.2 | -1.8 | 0.5 | -0.5 | 0.3 | 1.0 | -1.5 | 2.0
COc1cc(C(=O)Oc2ccc(Br)cc2C(=S)N2CCOCC2)cc(OC)c1OC | -0.4 | 0.2 | -0.8 | -0.1 | -0.3 | -0.1 | 1.6 | -1.5 | 0.3 | -1.6 | -7.2
O=C(c1ccco1)N(Cc1cccnc1)C(c1ccccc1)c1nc2ccccc2[nH]1 (stereo unspecified) | 8.6* | 1.8 | . | 6.0* | 5.5 | . | -1.1 | -2.1 | 7.7 | -0.2 | -12.8
CC(NC(=O)COC(=O)Cc1ccsc1)C1CC2CCC1C2 (stereo unspecified) | 0.7 | -0.6 | -2.5 | -0.3 | -0.2 | 3.1 | -3.5 | -0.2 | -0.5 | -1.6 | -4.9
CCCC(=O)N(Cc1cc2cccc(C)c2[nH]c1=O)c1ccccc1OC | -1.3 | -1.9 | 1.4 | 0.9 | 4.2 | 0.0 | -1.3 | -1.0 | -1.6 | -2.0 | -1.6
Cn1c(=O)n(C)c2cc(S(=O)(=O)N3CCN(c4ccccc4)CC3)ccc21 | -0.6 | 1.2 | 3.0 | -0.4 | 2.2 | 0.6 | -3.9 | 1.7 | 1.5 | -1.2 | -0.1
COc1ccc(CNC(=O)COC(=O)c2cc(C)oc2C)cc1 | -5.3 | -0.6 | -0.6 | -0.3 | 12.0 | 1.4 | -6.8 | 1.0 | 2.5 | -1.1 | -3.8
CCOC(=O)C1CCCN(C(=O)c2ccc(CS(=O)(=O)c3ccc(Br)cc3)o2)C1 (stereo unspecified) | -1.1 | 1.3 | -2.1 | 0.3 | 7.4 | 1.3 | 4.5 | -1.3 | -2.0 | -1.7 | -1.9
COc1cc(CNC(=O)CCCC/C=C/C(C)C)ccc1O | -3.2 | -1.8 | -2.2 | 0.6 | -2.1 | 0.7 | 6.7&0.6 | -0.7 | -0.1 | -1.2 | -1.4
CC(=NOC(=O)c1ccc(Cl)cc1)c1nccs1 | -5.3 | -0.7 | 0.9 | 1.5 | 7.4 | . | -7.9 | 1.7 | -1.7 | -0.5 | 7.1
CCCCCCCCN1C(=O)[C@@H](CC(=O)N2CCC(c3ccccc3)CC2)C[C@@]2(C(=O)OC)C1=C[C@H](C(C)(C)C)O[C@@H]2C | 3.1 | 1.1 | . | 1.2 | 7.7 | . | 3.9 | 0.8 | -0.4 | -0.6 | 3.1
Cc1[nH]n(-c2ccc([N+](=O)[O-])cc2)c(=O)c1C=NCCN1CCN(C(=O)c2ccccc2)CC1 | -3.4 | -1.4 | 3.5 | 0.2 | -10.3 | 0.4 | -0.9 | -1.4 | 1.4 | -0.8 | 0.0
CC(=O)C1CCC2C(CCC3=CC(=O)CCC32)C1 (stereo unspecified) | 5.2 | -2.1 | 0.0 | 0.0 | -1.2 | . | -1.2 | -1.9 | -3.7 | -1.3 | 1.4
CCCS(=O)(=O)NC(=O)C1(C)CCN(C(=O)COc2ccc(Cl)cc2Cl)C1 (stereo unspecified) | 0.4 | -0.2 | 0.2 | 0.4 | 2.9 | . | 3.5 | 1.0 | -0.6 | -1.2 | 1.4
CCOC(=O)/C(=C/c1ccc(OC(=O)c2ccncc2)cc1)C(C)=O | -0.2 | -0.2 | -0.4 | 0.1 | -2.1 | 1.7 | 6.3 | 0.5 | 0.6 | -0.2 | 4.0
Cc1ccc(CNC(=O)CN2C(=O)NC3(CC(C)CC(C)(C)C3)C2=O)cc1 (stereo unspecified) | -1.7 | -1.5 | -0.5 | 1.9 | 6.4 | 1.4 | 6.6 | 3.2 | -0.2 | -1.6 | -2.0
CC(NC(=O)Nc1ccccc1O)(C(F)(F)F)C(F)(F)F | 1.4 | 1.7 | 2.3 | -1.1 | -3.5 | 1.9 | -2.9 | -4.0 | -4.5 | -0.7 | 2.1
CC(=O)Nc1ccc(S(=O)(=O)NCC2CCC(C(=O)N3CCCCC3)CC2)cc1 (stereo unspecified) | 1.0 | -0.3 | 1.2 | -0.5 | 8.0 | 0.1 | 2.0 | -2.1 | -2.6 | -1.8 | -7.5
COc1ccccc1-n1c(O)c(C=NCc2ccccn2)c2ccccc2c1=O | -2.3 | -0.6 | 0.7 | -0.5 | -0.5 | 1.1 | -6.3 | -1.4 | -0.8 | -0.8 | -42.2
CSCCn1c(C(C)(C)C)cc(C(=O)O)c1C | -3.7 | -0.1 | 0.3 | 0.1 | -6.4 | 1.4 | -0.2 | 0.4 | -0.8 | -0.8 | -1.7

Part of the list above, reduced to PLCb3 inh and DAX1 inh-2.
molecule	PLCb3 inh	DAX1 inh-2
Cc1ccc(CNC(=O)CN2C(=O)NC3(CC(C)CC(C)(C)C3)C2=O)cc1 (stereo unspecified)	-2.0	1.4
CC(NC(=O)Nc1ccccc1O)(C(F)(F)F)C(F)(F)F	2.1	1.9
CC(=O)Nc1ccc(S(=O)(=O)NCC2CCC(C(=O)N3CCCCC3)CC2)cc1 (stereo unspecified)	-7.5	0.1

A draw from above in order of SMILES length, smallest number first.
SMILES | SMARCA2 activ | hcDAF12 agonist | GAA850 FXN act | DAX1 inh-1 | HGIII-sPLA2 inh | DAX1 inh-2 | NR1D1 modulator | PG9 binder | hgDAF-12 ag | ssDAF12 agonist | PLCb3 inh
CCCCOc1ccc(C(C)NC(=O)CCS(=O)(=O)Cc2ccc(C)cc2)cc1 (stereo unspecified) | -2.0 | -1.5 | -2.0 | -0.5 | 4.2 | -1.0 | -4.7 | -1.2 | -0.3 | -1.7 | -0.3
CCOC(=O)C1CCCN(C(=O)c2ccc(CS(=O)(=O)c3ccc(Br)cc3)o2)C1 (stereo unspecified) | -1.1 | 1.3 | -2.1 | 0.3 | 7.4 | 1.3 | 4.5 | -1.3 | -2.0 | -1.7 | -1.9
COc1ccc(C2CC(=O)C3=C(C2)NC(C)=C(C(=O)Nc2ccccc2C)C3c2coc3ccc(C)cc3c2=O)cc1OC (stereo unspecified) | 1.2 | -0.7 | 0.9 | -0.2 | 3.3 | -1.2 | -0.2 | -0.8 | 1.3 | -1.9 | 3.4

Other records follow.
SMILES | SMARCA2 activ | hcDAF12 agonist | GAA850 FXN act | DAX1 inh-1 | HGIII-sPLA2 inh | DAX1 inh-2 | NR1D1 modulator | PG9 binder | hgDAF-12 ag | ssDAF12 agonist | PLCb3 inh
Cc1cc2ncc(-c3cccs3)nc2cc1C | 5.9 | 15.2* | 1.6 | 2.8 | -9.2 | -1.0 | 18.0 | -0.1 | 18.5* | 2.1* | -71.8
CN(C(=O)CCN1CCCO1)C1CCCN(Cc2ccccc2F)C1 (stereo unspecified) | -3.3 | -1.0 | 1.1 | -0.2 | 4.1 | 0.6 | -3.0 | -0.7 | -0.1 | -1.3 | -0.3
COc1ccc(NC(=O)C(=O)NCC(c2ccco2)N2CCc3ccccc3C2)cc1OC (stereo unspecified) | -3.1 | -1.0 | -0.2 | 2.6 | -2.3 | -0.9 | -4.8 | -1.6 | 0.1 | -1.1 | -5.5
CCCc1cc(=O)[nH]c(SCC(=O)Nc2ccc3c(c2)CCC3)n1 | -4.2 | -0.9 | 1.8 | 1.1 | 4.0 | 2.7 | -0.3 | -0.6 | 1.5 | -2.1 | -0.1
